CD11b adhes enh = enhancers of human CD11b/CD18 binding to fibrinogen | P05107+P11215 | K562 CD11b/CD18 adhesion to fibrinogen, ATPlite luminescence | activation, % at 10 µM | 0.07% of 93,000 active;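 active = 10 µM primary screen giving 50% or more activity, confirmed by 40% or more on retest at that dose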; note: strong numbers were not always called active; reference of the scale not given here
Target sequence (P05107 whole entry, looked up, other chains not shown): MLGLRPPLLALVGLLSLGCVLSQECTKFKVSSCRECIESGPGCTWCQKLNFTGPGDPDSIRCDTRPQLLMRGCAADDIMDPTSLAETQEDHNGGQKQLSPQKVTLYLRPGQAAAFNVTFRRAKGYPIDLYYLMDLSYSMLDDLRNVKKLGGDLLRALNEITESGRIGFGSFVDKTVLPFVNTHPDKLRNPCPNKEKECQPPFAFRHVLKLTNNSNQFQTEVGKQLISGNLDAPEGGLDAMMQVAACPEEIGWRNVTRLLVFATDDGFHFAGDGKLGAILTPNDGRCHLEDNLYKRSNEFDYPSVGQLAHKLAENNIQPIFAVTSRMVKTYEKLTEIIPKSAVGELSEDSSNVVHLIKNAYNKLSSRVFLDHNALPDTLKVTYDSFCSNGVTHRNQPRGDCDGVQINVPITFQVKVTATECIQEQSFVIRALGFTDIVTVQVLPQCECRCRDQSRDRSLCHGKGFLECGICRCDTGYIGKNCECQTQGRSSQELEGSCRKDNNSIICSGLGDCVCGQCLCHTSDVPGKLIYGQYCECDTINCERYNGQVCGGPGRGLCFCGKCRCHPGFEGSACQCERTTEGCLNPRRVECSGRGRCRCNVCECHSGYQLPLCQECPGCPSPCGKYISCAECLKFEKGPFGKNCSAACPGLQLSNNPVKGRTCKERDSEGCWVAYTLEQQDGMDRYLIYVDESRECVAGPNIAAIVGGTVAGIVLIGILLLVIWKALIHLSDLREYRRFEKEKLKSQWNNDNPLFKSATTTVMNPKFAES
Mac1 fbg inh = inhibitors of human CD11b/CD18 binding to fibrinogen; inhibition, % at 10 µM; 0.54% of 93,000 active; AID 1497; K562 CD11b/CD18 adhesion to fibrinogen, ATPlite luminescence; Mn2+ added to activate the integrin; P05107+P11215;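 active = primary inhibition of 50% or more at 10 µM, then 40% or more on retest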; note: some results filed as inactive read as strong as hits
Numbers without * were called inactive.

Every second line gives: CD11b adhes enh | Mac1 fbg inh
COCCCNC(NC(=O)c1ccc(Br)cc1)C(Cl)(Cl)Cl (centres undefined)
  0 | 14
O=C(CCC(NC(=O)OCc1ccccc1)C(=O)OCc1ccccc1)NCC(=O)OCc1ccccc1 (centres undefined)
  -1 | -10
O=C1NN(c2ccccc2)C(=O)C2C1C1C=CC2C12CC2 (centres undefined)
  1 | -7
COc1cc(-c2nnc(CSc3nnc(Nc4ccc(C(C)C)cc4)s3)o2)cc(OC)c1OC
  43 | 22
C=CCn1c(SCC(=O)NC(N)=O)nnc1-c1cc2c(s1)CCC(CC)C2 (centres undefined)
  11 | -6
S=c1[nH]nc(-c2ccncc2)n1/N=C/c1ccccc1
  3 | 10
Cc1cc(C)c[n+](C2=C([O-])c3ccccc3C(=O)/C2=N\S(=O)(=O)c2cccs2)c1
  -3 | 15
Cc1ccccc1OCC(=O)N/N=C/c1cn(Cc2ccccc2)c2ccccc12
  7 | 19
C=CCNC(=O)/C(=C/c1cn(-c2ccccc2)nc1-c1cccc([N+](=O)[O-])c1)NC(=O)c1ccccc1
  17 | 11
Cc1cccc(N(CC(=O)NCCSc2nc3ccccc3s2)S(=O)(=O)c2ccccc2)c1
  -1 | -11
Cc1nc2ccccc2n1C(=O)c1ccccc1[N+](=O)[O-]
  0 | 8
COCCOc1ccc(C(F)(F)F)cc1NC(=O)c1ccccc1
  -2 | -11
CCCCN(C(=O)CN1CCOCC1)c1c(N)n(CC(C)C)c(=O)[nH]c1=O
  5 | -20
N#Cc1ccccc1NC(=O)COC(=O)CCc1ccc(S(=O)(=O)N2CCCCC2)cc1
  7 | 36
O=C(N/N=C/c1cn(-c2cccs2)nc1-c1ccccc1)c1ccccc1Br
  4 | -5
Cc1ccc(C)c(N(CC(=O)Nc2ccccc2C(=O)NCc2ccco2)S(=O)(=O)c2ccccc2)c1
  0 | 7
CNc1nc(Nc2ccc(C)c(Cl)c2)nc(N)c1[N+](=O)[O-]
  51 | -8
O=C(N/N=C/c1ccco1)Nc1ccccc1
  3 | -14
COc1ccccc1NS(=O)(=O)c1ccc(NN=C2CCCC2)c([N+](=O)[O-])c1
  -8 | 93
Cc1ccc(-c2nc(C)sc2CC(=O)OCC(=O)Nc2cccc([N+](=O)[O-])c2)cc1
  -2 | 16

(continued)
Every second line gives: CD11b adhes enh | Mac1 fbg inh
O=C(COC(=O)Cc1ccsc1)Nc1ccc(S(=O)(=O)N2CCOCC2)cc1
  0 | -19
O=C(Cn1c(Cc2ccccc2)nc2ccccc21)NCc1ccc2c(c1)OCO2
  1 | 9
Cc1ccccc1/C=C/c1nc2ccccc2c(=O)n1CCc1ccccc1
  11 | 11
CCN(CC)c1ccc(NC(=O)COC(=O)/C=C/c2nc3ccccc3s2)cc1
  6 | -11
COc1ccc2oc(=O)c(/C(C)=N/NC(=O)c3ccncc3)cc2c1
  7 | -26
O=C(CSc1nnc(CNC(=O)C23CC4CC(CC(C4)C2)C3)n1-c1ccccc1)Nc1ccc(F)cc1
  12 | -6
O=C(Nc1ccc(O)c(-c2nc3ccccc3o2)c1)C1(c2ccc([N+](=O)[O-])cc2)CCCC1
  6 | 7
CCC1(C)CC(c2nc(-c3ccc(OC)cc3)cs2)CCS1 (centres undefined)
  4 | 46
CC(=O)Nc1ccc(Nc2ccc(S(=O)(=O)C(F)(F)F)cc2[N+](=O)[O-])cc1
  6 | -23
COc1ccc(C2c3ccc4ccccc4c3Oc3ncn(Cc4ccco4)c(=N)c32)cc1OC (centres undefined)
  14 | 31
O=C(CSc1ncn[nH]1)N1CCN(c2nnc(-c3ccccc3)c3ccccc23)CC1
  -3 | -3
COc1cc(NC(=O)CN(C)C2CCCCC2)c(C)cc1[N+](=O)[O-]
  -1 | -5
COc1ccc(-c2nnc3n(CCc4ccccc4)c(=O)c4ccccc4n23)cc1OC
  0 | 4
NNc1nc(-c2ccccc2)nc2sc3c(c12)CCCC3
  2 | 65
CCn1c2ccccc2c2cc(CN3CCN(S(=O)(=O)CC)CC3)ccc21
  18 | 13
CS(=O)(=O)c1ccc(C(=O)NC2CCCCC2)cc1
  9 | -11
COc1ccc(/C=C/c2nnc(NC(=O)COc3ccc(C)cc3)s2)cc1
  6 | 0
O=C(COC(=O)C1(c2ccc(Cl)cc2)CCCC1)N1CCc2ccccc21
  -1 | 13
Nc1ccc2oc3ccccc3c2c1
  -1 | -3
Cc1ccc([N+](=O)[O-])cc1NC1CC(O)C(CO)O1 (centres undefined)
  -1 | -5

(cont.)
Every second line gives: CD11b adhes enh | Mac1 fbg inh
O=C(CSc1nnc(-c2c[nH]c3ccccc23)o1)c1ccc(-c2ccccc2)cc1
  71 | 4
Cn1c(N)c(C(=O)c2ccc(C#N)cc2)c(=O)n(C)c1=O
  4 | 1
N#C/C(=C(/O)COC(=O)CSc1ccc(Cl)cc1)c1nc2ccccc2[nH]1
  17 | 9
Cc1c(C(=O)NCCN2CCOCC2)oc2ccc(S(=O)(=O)N3CCCCCC3)cc12
  -1 | 10
Cc1ccc(NC(=O)CN(C)C(=O)CCOc2cccc(C)c2)cc1
  5 | 8
CC(C)Oc1ccc(C2CCC(=O)NC2=O)cc1 (centres undefined)
  0 | 4
O=C(CN1CCN(c2ccccc2O)CC1)Nc1ccc2c(c1)CCC2
  -2 | -15
CC(C)(C)OC(=O)N/N=C/c1ccc(C(=O)O)cc1
  0 | -2
COc1ccc(C2C=C(c3ccc(Br)s3)Nc3ncnn32)cc1OC (centres undefined)
  5 | -5
COc1cc(NC(=O)CSc2ccccc2)c(C(=O)O)cc1OC
  10 | -4
Cc1ccc(NC(=O)/C(=C/c2cccs2)NC(=O)c2ccco2)cc1
  3 | -2
O=C(COc1ccc(Cl)cc1Cl)Nn1c(=S)[nH]c2ncccc2c1=O
  4 | -6
Cc1ccc2nc(SCC(=O)NC3CCCc4ccccc43)[nH]c2c1 (centres undefined)
  4 | 1
O=C(Oc1ccc(Cl)c2cccnc12)C12CC3CC(CC(C3)C1)C2
  0 | 11
O=C(NCCc1cccc(Cl)c1)c1cccc([N+](=O)[O-])c1
  1 | -21
CC(C)c1ccc(NC(=O)COC(=O)CSc2nnc(N)s2)cc1
  4 | 11
CC(C)c1ccc(NCCC(=O)c2ccc(Br)cc2)cc1
  -1 | 0
COc1ccc(S(=O)(=O)Nc2cccc(N(C)S(C)(=O)=O)c2)cc1Br
  0 | 0
CCSc1nnc(NC(=O)c2cc(-c3ccc(C)c(C)c3O)n[nH]2)s1
  63 | -9
Cc1c(C(=O)OCC(C)(C)CN(C)C)oc2ccccc12
  4 | -22

(cont.)
Every second line gives: CD11b adhes enh | Mac1 fbg inh
O=c1c(S(=O)(=O)c2ccc(Cl)cc2)cn(Cc2ccccc2F)c2ccc(F)cc12
  -2 | 24
COc1ccc(/C=N\NC(=O)c2cc(O)c(O)c(O)c2)cc1CN1CCN(c2ccc(F)cc2)CC1
  57 | -15
O=C(NN1C(=O)/C(=C\c2cccnc2)SC1=S)C(c1ccccc1)c1ccccc1
  24 | -12
CCOc1ccccc1N1CCN(C(=O)CCCc2nc3ccccc3s2)CC1
  8 | 2
O=C(Nc1ccccc1)ON=C1CCCC1
  1 | 6
O=C(NC(=S)Nc1ccc(Cc2ccncc2)cc1)c1ccccc1Cl
  5 | 8
Cc1ccc(-c2nc(N)sc2CC(=O)OCC(=O)N2C(C)CCCC2C)cc1 (centres undefined)
  5 | 2
Cc1ccc(C)c(-c2nc3cc(N)ccc3o2)c1
  6 | -17
Cc1cc(C(=O)OCC(=O)c2cccc([N+](=O)[O-])c2)c2ccccc2n1
  -3 | -4
CCN(CC)S(=O)(=O)c1cccc(C(=O)NN2Cc3ccccc3C2=N)c1
  -2 | -8
Cc1ccc(-n2c(C)cc(C(=O)NS(=O)(=O)c3ccc(C)cc3)c2C)cc1
  2 | -2
CCOC(=O)NC1(C(F)(F)F)NC(=O)N(c2ccc(F)cc2)C1=O (centres undefined)
  0 | -10
O=C(NCc1ccccc1Cl)c1cccc(NC(=O)c2ccccc2)c1
  5 | 15
O=C(Nc1nc(-c2cccs2)c(-c2cccs2)s1)C1(c2ccccc2)CC1
  2 | -9
O=c1[nH]c(-c2ccc(F)cc2)nc2c1sc(=S)n2-c1ccccc1
  30 | 22
COC(=O)N/N=C/c1ccc(-c2cc(Cl)ccc2Cl)o1
  33 | -5
CCOC(=O)/C(C#N)=C/c1cn(CCOc2ccc(OC)cc2)c2ccccc12
  2 | 18
COc1ccc(-c2nnc3n(CCc4ccccc4)c(=O)c4ccccc4n23)c(OC)c1
  6 | 3
COc1ccc(/C=N\n2nnc3ccccc32)cc1
  4 | 51
Cc1ccc(Cl)c(OCC(=O)OCC(=O)NC2CCCc3ccccc32)c1 (centres undefined)
  1 | 0

Profiles, quoted from the list. Order of values: CD11b adhes enh | Mac1 fbg inh
Cc1cccc(N(CC(=O)NCCSc2nc3ccccc3s2)S(=O)(=O)c2ccccc2)c1 is entered as -1 | -11
Cn1c(N)c(C(=O)c2ccc(C#N)cc2)c(=O)n(C)c1=O is entered as 4 | 1
Cc1ccc(C)c(N(CC(=O)Nc2ccccc2C(=O)NCc2ccco2)S(=O)(=O)c2ccccc2)c1 is entered as 0 | 7
Cc1ccc(NC(=O)CN(C)C(=O)CCOc2cccc(C)c2)cc1 is entered as 5 | 8
O=C(CSc1nnc(-c2c[nH]c3ccccc23)o1)c1ccc(-c2ccccc2)cc1 is entered as 71 | 4

Carrying on.
Every second line gives: CD11b adhes enh | Mac1 fbg inh
CCOC(=S)SCC(=O)N1CCc2ccccc2C1C1C(=O)CC(C)(C)CC1=O (centres undefined)
  5 | 0
COc1cc2c(cc1NC(=O)CN(C)Cc1ccc(OC)c(OC)c1)oc1ccccc12
  0 | 14
CCSc1nnc(NC(=O)[C@@H](NC(=O)c2cccc(C)c2)C(C)C)s1
  1 | 18
CC(=O)N1N=C(c2ccco2)CC1c1ccc(Br)cc1 (centres undefined)
  -1 | -2
O=C(Cn1c2c(sc1=O)C1c3ccccc3OCC1CS2)Nc1ccc(Cl)cc1 (centres undefined)
  13 | 18
COc1ccc(C2=Nc3nc(-c4ccccc4)cn3C(c3ccc(OC)cc3)C2)cc1 (centres undefined)
  72 | -4
COc1ccccc1C(=O)NCC(=O)OCc1csc(-c2ccccc2)n1
  2 | 10
O=[N+]([O-])c1ccc(Cl)c(/C=N/n2c(-c3cccnc3)n[nH]c2=S)c1
  -1 | 8
O=C(COC(=O)CCSc1ccccc1)NCc1ccccc1Cl
  0 | 28
CN(CC(=O)Nc1ccc(Cl)cc1)C(=O)c1cccc(S(=O)(=O)N(C)C)c1
  0 | -11
COC(=O)CSc1nc(C)c(C(=O)Nc2ccccc2C)c(-c2ccc(Cl)cc2)c1C#N
  0 | -3
Cc1ncc([N+](=O)[O-])n1CCOC(=O)NC(NCc1ccccc1Cl)C(Cl)(Cl)Cl (centres undefined)
  8 | 11
O=C(Nc1ccc(Cl)c(Cl)c1)c1ccc(Cn2cc(Cl)cn2)cc1
  -8 | 102
Cn1cccc1/C=N/NC(=O)c1sc2cc(Cl)ccc2c1Cl
  34 | -2
CC(C)n1nc(C(=O)Oc2cccc(Cl)c2Cl)c2ccccc2c1=O
  1 | 36
COc1cccc(CNC(=O)CCl)c1
  -2 | -2
CC(C)n1cc(/C=N/NC(=O)COc2cccc3cccnc23)c2ccccc21
  8 | 20
CCOc1ncccc1C(=O)OCC(=O)Nc1cc(S(=O)(=O)N2CCOCC2)ccc1Cl
  -2 | 14
Cc1ccc(-c2cc(C(=O)Nc3nccs3)c3ccccc3n2)c(C)c1
  20 | 4
O=C(Nc1ccc(Cl)cc1)Nc1nnc(CSc2ccc(Cl)cc2)s1
  -1 | 10

Carrying on:
Every second line gives: CD11b adhes enh | Mac1 fbg inh
CC(=O)c1c(C)[nH]c(C(=O)OCC(=O)Nc2cc(S(=O)(=O)N3CCCC3)ccc2Cl)c1C
  0 | -6
CCOc1ccc(CNC(=S)N/N=C/c2ccc(OC)c(OC)c2)cc1
  -5 | 4
CC(=O)Nc1cccc(C(=O)/C=C/c2ccc(C)cc2)c1
  2 | 10
Cc1nc2ccc(S(=O)(=O)NC(C(=O)NCc3ccco3)C(C)C)cc2s1 (centres undefined)
  -3 | 4
Cc1csc(Sc2ccc(C(=O)OCC(=O)Nc3ccc(F)cc3[N+](=O)[O-])cc2[N+](=O)[O-])n1
  -1 | -1
CCOP(=O)(OCC)C(NC(=O)Nc1ccc(Cl)cc1)C(N)=O (centres undefined)
  -1 | -32
O=C(Nc1nc(-c2ccc(F)c(F)c2)cs1)c1ccc(OCC2CCCO2)cc1 (centres undefined)
  -1 | 14
COc1cc2c(cc1NC(=O)COC(=O)c1ccc(C(C)(C)C)cc1)oc1ccccc12
  75 | -6
NC(=O)c1ccc[n+](Cc2ccccc2)c1
  3 | -2
Cc1sc2ncnc(Sc3ccccc3C(=O)Nc3ccc(Br)cc3)c2c1C
  -2 | 16
COc1ccc(-c2nnc(OCc3ccccc3)c3ccccc23)cc1
  15 | 42
Cc1cc(C)nc(NS(=O)(=O)c2ccc(NC(=O)C3(c4ccc([N+](=O)[O-])cc4)CCCC3)cc2)n1
  -1 | 8
CS(=O)(=O)c1ccc(Sc2nc3ccccc3s2)c([N+](=O)[O-])c1
  1 | 1
Cc1ccccc1Oc1nnc(-c2cccs2)c2ccccc12
  7 | 6
COc1ccc(OC)c(-c2csc(NC(=O)C3c4ccccc4Oc4ccccc43)n2)c1
  47 | 10
C[C@H](NC(=O)c1ccccc1Cl)C(=O)OCC(=O)N1CC2(C)CC1CC(C)(C)C2 (some centres undefined)
  2 | 25
COc1ccc(/C=C/C(=O)Nc2nonc2NC(C)=O)cc1
  1 | 6
COC(=O)c1ccc(C(=O)OC)c(NC(=S)N2CCN(c3cc(Cl)ccc3C)CC2)c1
  -1 | 6

2 records drawn at random from those above, as already listed:
Every second line gives: CD11b adhes enh | Mac1 fbg inh
O=C(Nc1nc(-c2ccc(F)c(F)c2)cs1)c1ccc(OCC2CCCO2)cc1 (centres undefined)
  -1 | 14
CC(C)c1ccc(NCCC(=O)c2ccc(Br)cc2)cc1
  -1 | 0

Assay outcomes from PubChem BioAssay.

These rows are one share of the data; the hit share may differ from the screen's.
